Bioassay records as filed in PubChem BioAssay.
CTSL1 counter: blocks F. hepatica cathepsin L1 in PFM18AAP counter-screen. recombinant F. hepatica cathepsin L1, Z-Leu-Arg-MCA fluorescence. inhibition, % at 5.96 µM. 0.49% of 300,000 active;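 active means inhibition above the mean of all tested compounds plus 3 SD, set per screening campaign, cut at about 17% in these data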;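 further: 0% = plate median of test compound wells and 100% = 1 µM Z-Phe-Ala-diazomethylketone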
HCV core dimer: blocks dimerization of HCV core protein | inhibition, % at 5 µM | TR-FRET GST/Flag-core106 dimerization, 1536-well | 0.33% of 300,000 active;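 active means inhibition above the mean of all tested compounds plus 3 SD, set per screening campaign, cut at about 45% in these data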
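Test system: GST/Flag-tagged HCV core106 proteins; Medium: KF-containing HEPES buffer, pH 7.45, DTT, CHAPS, BSA; Times: compound-protein-antibody incubation 4 h at 22.5 °C; Detection: TR-FRET 671 and 617 nm emission; Benchmarks: wells lacking GST-core106 and wells with excess unlabelled core106.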
EBNA-1 inhibitor: blocks EBNA-1 binding to DNA; AID 1950; inhibition, % at 14.8 µM; 0.34% of 300,000 active; EBNA-1 DNA binding, fluorescence polarization; in the data active means inhibition above about 28%
PP1 counter: blocks human PP1-alpha phosphatase, a PP5 counter-screen; P62136; purified PP1alpha, OMFP fluorescence; inhibition, % at 6.7 µM; 0.9% of 320,000 active; AID 2235;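 active means inhibition above the mean inhibition of all tested compounds plus 3 SD, computed separately for each screening campaign, cut at about 15% in these data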
Target sequence (P62136 whole entry, looked up): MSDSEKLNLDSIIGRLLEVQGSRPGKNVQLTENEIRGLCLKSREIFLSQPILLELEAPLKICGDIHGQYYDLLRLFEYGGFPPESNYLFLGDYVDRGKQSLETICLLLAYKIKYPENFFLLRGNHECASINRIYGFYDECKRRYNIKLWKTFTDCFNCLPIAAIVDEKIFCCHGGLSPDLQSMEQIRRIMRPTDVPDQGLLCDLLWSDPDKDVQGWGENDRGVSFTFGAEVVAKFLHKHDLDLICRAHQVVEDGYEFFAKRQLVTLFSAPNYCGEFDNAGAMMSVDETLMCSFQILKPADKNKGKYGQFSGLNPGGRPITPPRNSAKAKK
PP5 inh: inhibitors of human protein phosphatase 5 (PP5); AID 1987; purified PP5c, OMFP substrate fluorescence; 0.18% of 320,000 active; P53041; inhibition, % at 6.7 µM;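 active means inhibition above the campaign's mean inhibition across all tested compounds plus 3 SD, cut at about 9.5% in these data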;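 further: 0% = DMSO only and 100% = 100 µM cantharidin control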
CR mimetic SO: lowers age-related superoxide in aged yeast cells; S. cerevisiae aged cells, superoxide DHE fluorescence; stronger effect = lower value; 0.18% of 330,000 active; superoxide response (% of plate mean), % at 10 µM;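 active means superoxide response under a set limit, about three screen SD below normal, cut at about 65% in these data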;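 further: yeast aged for seven days with compound at 30 °C before DHE staining; 100% = average MFI of all compound-treated wells on the plate with controls excluded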
TPT1 inh: blocks Candida albicans tRNA 2'-phosphotransferase | 0.81% of 300,000 active | recombinant caTPT1, FP RNA substrate dephosphorylation | AID 1962 | inhibition, % at 5 µM;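 active means inhibition above the mean of all tested compounds plus 3 SD, set per screening campaign, cut at about 24% in these data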;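 further: plate controls were DMSO alone for no effect and ferristatin control at 100 nM for full effect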
GASC-1 inh: blocks human GASC-1 demethylase activity. inhibition, % at 2.35 µM. 0.069% of 330,000 active. GST-JMJD2C(1-420) H3K9me3 demethylation, DELFIA europium. AID 2099;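 active means more than half of a compound's replicate wells show inhibition beyond 50%, single wells judged on their own value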;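 further: signal counts dimethyl H3K9 product captured on neutravidin plate; 0% = median of DMSO wells and 100% = 0.3 times that DMSO median; strong numbers were not always called active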
ZTA DNA inh: ZTA (EBV) inhibition in EBNA-1 counter-screen; ZTA-DNA binding, fluorescence polarization; inhibition, % at 11 µM; P03206; 0.15% of 320,000 active; AID 2234; in the data active means inhibition above about 33%
Target sequence (P03206 whole entry, looked up): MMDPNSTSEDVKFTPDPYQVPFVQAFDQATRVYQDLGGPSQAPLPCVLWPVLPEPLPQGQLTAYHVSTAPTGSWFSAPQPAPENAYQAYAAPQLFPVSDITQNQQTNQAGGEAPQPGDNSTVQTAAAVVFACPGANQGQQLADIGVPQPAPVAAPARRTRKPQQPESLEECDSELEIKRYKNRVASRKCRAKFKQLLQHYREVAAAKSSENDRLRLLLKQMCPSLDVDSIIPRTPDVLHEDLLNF
Active calls of the source: *; i = inactive; . = not tested or not shown; & = joins results of further samples. This is a random part of the collection; about 3.1% have a hit in one of these screens.

Each structure is followed by: CTSL1 counter, HCV core dimer, EBNA-1 inhibitor, PP1 counter, PP5 inh, CR mimetic SO, TPT1 inh, GASC-1 inh, ZTA DNA inh
> CCN1CCN(Cc2coc3ccc(C)cc3c2=O)CC1
→ -2, -4, 9, -1, 0.0, 107, -1, 20, 5
> COc1cccc(OC)c1C(=O)Nc1c(C(=O)N2CCN(C)CC2)oc2ccccc12
→ 1, 3, -1, -7, 0.8, 110, -1, -1, 7
> COc1cc2c(c(O)c1OC)C(=O)C(OC)CCC2 (stereo not drawn)
→ -1, 9, 7, 3, 4.4, 93, 0, -2, 8
> COC(=O)c1ccc(COc2ncnc3ccccc23)o1
→ -8, -3, 5, 5, -2.2, 98, 0, i, 1
> Cc1ccc(CNC(=O)C2CCCN(c3nc(C)cc(C)n3)C2)cc1 (stereo not drawn)
→ -6, 0, -3, -9, 3.1, 115, -8, 21, 1
> CCCCn1c(N)c(N(CC(C)C)C(=O)COC(=O)Cc2c(C)nc3ccccc3c2C)c(=O)[nH]c1=O
→ 1, -2, -2, 0, 1.5, 100, -2, -3, -6
> CCCCn1c(=NC(=O)c2ccc3c(c2)OCO3)c(C#N)cc2c(=O)n3cccc(C)c3nc21
→ 4, 44, 2, -1, 0.4, 99, -5, ., 14
> CC1(c2ccc(OCC(N)=O)cc2)NC(=O)NC1=O (stereo not drawn)
→ -6, 3, -5, 5, -1.0, 108, 4, -27, -9
> O=C1OC(=O)C2C3CCC(O3)C12 (stereo not drawn)
→ 0, 15, 6, 75*, 67*, 94, -2, ., 11
> O=C(O)C1CCCCC1C(=O)NCc1cn2ccccc2n1 (stereo not drawn)
→ -6, -1, -5, 4, 4.2, 158, 3, -14, -2
> CCOC(=O)c1cccc(NC(=O)CNC(=O)C2CCCCC2)c1
→ -8, 6, -13, -3, 2.6, 116, -1, -22, -4
> CN=C(Nc1ccc2c(c1)OCO2)SC1CC(=O)N(c2ccccc2)C1=O (stereo not drawn)
→ 2, 1, -2, 0, 2.0, 92, -4, -15, -16
> COc1ccc(-c2c(-c3ccccc3OC)oc3ccccc23)cc1F
→ ., ., ., 0, 0.6, 117, ., -11, 12
> Oc1ccc(N2CCN(C(c3cccs3)c3nnnn3CCc3ccccc3)CC2)cc1 (stereo not drawn)
→ 0, 7, -1, 7, 2.4, 86, -4, -2&24, 11
> COc1ccc(C)cc1NC(=O)C(Sc1nnc(-c2ccncc2)n1-c1ccc(Cl)cc1)c1ccccc1 (stereo not drawn)
→ 1, 27, 0, 7, 2.4, 101, 2, -4, 22
> CC(=O)OC(C(=O)NCc1ccco1)c1ccncc1 (stereo not drawn)
→ -23, -1, -7, -4, -2.3, 104, 4, 1, -3
> S=c1[nH]nc(-c2ccco2)n1-c1cccc2ccccc12
→ 8, -11, 3, 2, 0.1, 109, -1, 3, 0
> C=CCn1c(COc2ccc(CC)cc2)nnc1SCC(=O)N(C)C1CCS(=O)(=O)C1 (stereo not drawn)
→ 6, -2, 3, -3, -0.2, 100, -1, -39&6, 3
> COCCN(C(=O)CSc1nc(N)cc(=O)[nH]1)c1c(N)n(Cc2ccccc2)c(=O)[nH]c1=O
→ -1, -2, 4, -3, -0.2, 96, 1, 3, 1
> O=C(c1ccccc1-c1nc(-c2ccc(Cl)cc2)no1)N1CCCC1
→ 4, 0, -1, -1, 4.0, 102, -2, 9, -4

Each structure is followed by: CTSL1 counter, HCV core dimer, EBNA-1 inhibitor, PP1 counter, PP5 inh, CR mimetic SO, TPT1 inh, GASC-1 inh, ZTA DNA inh
> Nc1ccc(S(=O)(=O)Nc2nccc(/C=C/c3ccccc3F)n2)cc1
→ 0, 7, 13, 3, 3.4, 108, 0, -4, -6
> Cc1c(CCC(=O)O)c(=O)oc2cc3occ(-c4ccc(Br)cc4)c3cc12
→ 6, 26, 19, 10, -0.7, 115, 0, -255, 15
> COc1ccc2cc(C(=O)C3CCCN(C(=O)CSc4nnc(C)o4)C3)ccc2c1 (stereo not drawn)
→ -1, 0, 7, -1, 1.3, 107, -1, -8, 2
> Cc1cc(C(=O)CN2CCN(CC(=O)Nc3cccc(F)c3)CC2)c(C)n1C1CC1
→ ., ., ., 1, -1.4, 98, ., 1, -4
> C=CCSc1nc(-c2ccc3c(c2)OCO3)cc(C(F)(F)F)c1C#N
→ -3, -3, -2, -5, 0.6, 102, -1, 18, -10
> Cc1ccc(NS(=O)(=O)c2ccc3[nH]c(=O)oc3c2)cc1Cl
→ ., ., ., 0, 3.6, 108, ., 2, -9
> COc1ccccc1OCCn1c(SCC(N)=O)nc2ccccc21
→ -2, 2, 10, 3, 1.1, 93, -1, 4, 13
> COc1ccc(OC)c(NC(=O)CSC2=C(C#N)C(c3ccco3)C3=C(CCCC3=O)N2)c1 (stereo not drawn)
→ 2, 12, 0, 2, 1.8, 80, 0, 14&19, 9
> O=C(NCCCN1CCN(Cc2ccccc2Cl)CC1)Nc1ccccc1
→ -2, 2, 4, -3, -0.7, 105, -2, 0, -7
> COc1ccc(OC)c(Nc2nc3ccc(C)cc3n3cnnc23)c1
→ -4, 0, -18, 6, 1.6, 93, 3, -10, -12

16 consecutive records already listed:
Each structure is followed by: CTSL1 counter, HCV core dimer, EBNA-1 inhibitor, PP1 counter, PP5 inh, CR mimetic SO, TPT1 inh, GASC-1 inh, ZTA DNA inh
> Oc1ccc(N2CCN(C(c3cccs3)c3nnnn3CCc3ccccc3)CC2)cc1 (stereo not drawn)
→ 0, 7, -1, 7, 2.4, 86, -4, -2&24, 11
> COc1ccc(C)cc1NC(=O)C(Sc1nnc(-c2ccncc2)n1-c1ccc(Cl)cc1)c1ccccc1 (stereo not drawn)
→ 1, 27, 0, 7, 2.4, 101, 2, -4, 22
> CC(=O)OC(C(=O)NCc1ccco1)c1ccncc1 (stereo not drawn)
→ -23, -1, -7, -4, -2.3, 104, 4, 1, -3
> S=c1[nH]nc(-c2ccco2)n1-c1cccc2ccccc12
→ 8, -11, 3, 2, 0.1, 109, -1, 3, 0
> C=CCn1c(COc2ccc(CC)cc2)nnc1SCC(=O)N(C)C1CCS(=O)(=O)C1 (stereo not drawn)
→ 6, -2, 3, -3, -0.2, 100, -1, -39&6, 3
> COCCN(C(=O)CSc1nc(N)cc(=O)[nH]1)c1c(N)n(Cc2ccccc2)c(=O)[nH]c1=O
→ -1, -2, 4, -3, -0.2, 96, 1, 3, 1
> O=C(c1ccccc1-c1nc(-c2ccc(Cl)cc2)no1)N1CCCC1
→ 4, 0, -1, -1, 4.0, 102, -2, 9, -4
> Nc1ccc(S(=O)(=O)Nc2nccc(/C=C/c3ccccc3F)n2)cc1
→ 0, 7, 13, 3, 3.4, 108, 0, -4, -6
> Cc1c(CCC(=O)O)c(=O)oc2cc3occ(-c4ccc(Br)cc4)c3cc12
→ 6, 26, 19, 10, -0.7, 115, 0, -255, 15
> COc1ccc2cc(C(=O)C3CCCN(C(=O)CSc4nnc(C)o4)C3)ccc2c1 (stereo not drawn)
→ -1, 0, 7, -1, 1.3, 107, -1, -8, 2
> Cc1cc(C(=O)CN2CCN(CC(=O)Nc3cccc(F)c3)CC2)c(C)n1C1CC1
→ ., ., ., 1, -1.4, 98, ., 1, -4
> C=CCSc1nc(-c2ccc3c(c2)OCO3)cc(C(F)(F)F)c1C#N
→ -3, -3, -2, -5, 0.6, 102, -1, 18, -10
> Cc1ccc(NS(=O)(=O)c2ccc3[nH]c(=O)oc3c2)cc1Cl
→ ., ., ., 0, 3.6, 108, ., 2, -9
> COc1ccccc1OCCn1c(SCC(N)=O)nc2ccccc21
→ -2, 2, 10, 3, 1.1, 93, -1, 4, 13
> COc1ccc(OC)c(NC(=O)CSC2=C(C#N)C(c3ccco3)C3=C(CCCC3=O)N2)c1 (stereo not drawn)
→ 2, 12, 0, 2, 1.8, 80, 0, 14&19, 9
> O=C(NCCCN1CCN(Cc2ccccc2Cl)CC1)Nc1ccccc1
→ -2, 2, 4, -3, -0.7, 105, -2, 0, -7
